From PubChem
ANO1 activ – TMEM16A chloride channel activators or potentiators, primary screen, cell-based, HTS; Anoctamin-1 (Mus musculus), Q8BHY3; HEK293 TMEM16A/YFP-H148Q/I152L, iodide quench fluorescence; hits give low values; B-score at 10 µM; actives 0.3% (n = 340,000);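 active means fluorescence-ratio B-score plate-corrected deviation score at least 3 library SD below zero, with starting fluorescence score within 5 deviations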;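 further: channel opened by trigger with iodide after compound preincubation; score built on the fluorescence ratio of max minus min over baseline; more negative score means more quench and so TMEM16A activation or potentiation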
MrgX1 ag – agonists of human MrgX1 receptor, primary screen, HEK293 cells, Fluo-4 calcium flux; Mas-related G-protein coupled receptor member X1 (Homo sapiens), Q96LB2; Fluo-4 calcium fluorescence, agonist mode; hits give high values; B-score at 10 µM; actives 0.44% (n = 310,000);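 active means calcium response B-score plate-corrected fluorescence ratio at least 3 library SD, with starting fluorescence B-score inside 5 SD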
Target sequence (Q96LB2 whole entry, looked up): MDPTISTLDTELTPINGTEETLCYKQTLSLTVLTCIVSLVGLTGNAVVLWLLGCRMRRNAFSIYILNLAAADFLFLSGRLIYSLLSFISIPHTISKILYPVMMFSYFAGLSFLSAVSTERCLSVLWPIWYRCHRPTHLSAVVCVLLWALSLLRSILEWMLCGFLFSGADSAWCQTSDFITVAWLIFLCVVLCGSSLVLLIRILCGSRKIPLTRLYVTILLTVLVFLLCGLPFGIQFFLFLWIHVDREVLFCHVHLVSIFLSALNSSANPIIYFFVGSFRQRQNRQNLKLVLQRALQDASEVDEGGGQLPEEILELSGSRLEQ
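Material: MrgX1-expressing HEK293 cells / Dosing: compound as first of three additions / Incubation: overnight seeding, then 1 h dark dye loading / Signal: Fluo-4 NW calcium fluorescence / Evaluation: B-scored fluorescence response ratio / Benchmarks: positive and negative control wells on each plate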
KCNQ1 block – inhibitors of human KCNQ1 channel, primary screen, cell-based, thallium flux, high-throughput; Potassium voltage-gated channel subfamily KQT member 1 (Homo sapiens), P51787; CHO-K1 KCNQ1, FluxOR thallium flux fluorescence; hits give high values; B-score at 10 µM; actives 1.3% (n = 310,000); AID 2642, 2010;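 active means compounds whose thallium flux B-score, printed positive for inhibition, exceeds three library SD while starting fluorescence stays within three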;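 further: channel opened by potassium depolarization with thallium stimulus after 20 min compound exposure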
Target sequence (P51787 whole entry, looked up): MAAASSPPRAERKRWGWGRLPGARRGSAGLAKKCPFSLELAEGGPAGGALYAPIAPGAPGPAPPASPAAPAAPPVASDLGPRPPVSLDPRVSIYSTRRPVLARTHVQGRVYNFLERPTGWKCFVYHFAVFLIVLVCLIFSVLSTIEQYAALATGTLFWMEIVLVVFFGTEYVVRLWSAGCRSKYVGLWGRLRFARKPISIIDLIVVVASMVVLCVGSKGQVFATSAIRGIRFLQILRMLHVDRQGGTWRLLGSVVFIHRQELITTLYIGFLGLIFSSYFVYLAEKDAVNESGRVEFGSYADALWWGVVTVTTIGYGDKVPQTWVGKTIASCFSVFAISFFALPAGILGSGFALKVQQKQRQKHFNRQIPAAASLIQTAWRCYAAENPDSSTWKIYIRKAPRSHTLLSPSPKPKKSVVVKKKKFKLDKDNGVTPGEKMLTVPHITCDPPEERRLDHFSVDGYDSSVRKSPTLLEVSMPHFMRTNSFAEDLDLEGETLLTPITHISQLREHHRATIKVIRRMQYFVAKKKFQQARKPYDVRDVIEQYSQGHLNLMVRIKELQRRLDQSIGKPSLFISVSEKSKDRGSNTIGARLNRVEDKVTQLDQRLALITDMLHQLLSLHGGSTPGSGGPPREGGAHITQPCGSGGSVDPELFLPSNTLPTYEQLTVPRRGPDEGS
KCNK3 block – human KCNK3 channel inhibitors, primary screen, CHO cells, FluxOR thallium flux, B-score. actives 0.84% (n = 340,000). FluxOR fluorescence; hits give low values. B-score at 10 µM. AID 602410, 2012. Potassium channel subfamily K member 3 (Homo sapiens), O14649;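 active means B-score under library mean minus 4 SD, starting fluorescence ratio at most library mean plus 5 SD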;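 further: more negative B-score means stronger inhibition of thallium flux through KCNK3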
hERG protect – hERG rescue from dofetilide block, primary screen, cell-based, CHO-hERG, FluxOR thallium flux, dofetilide IC70 | activation (rescue from dofetilide block), less the hit threshold, % at 10 µM | AID 1511, 2009 | actives 0.51% (n = 310,000) | Voltage-gated inwardly rectifying potassium channel KCNH2 (Homo sapiens), Q12809 | dofetilide IC70 present;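 active means activation above the mean of controls blocked by dofetilide plus 5 SD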;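 further: thallium influx through hERG after potassium depolarization seen as dye fluorescence rise; in these data hits start at about 4.7%; inactives centre near -7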
MrgX1 allo act – positive allosteric modulators of MrgX1, primary screen, HEK293 cells, Fluo-4 calcium flux; Mas-related G-protein coupled receptor member X1 (Homo sapiens), Q96LB2; B-score at 10 µM; actives 0.63% (n = 310,000); FDSS; hits give high values;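 active means plate-corrected calcium response at least 3 library SD above typical, normal starting fluorescence, not activating the receptor alone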;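 further: compound read alongside a low EC10 to EC30 dose of BAM8-22 agonist; peak minus trough fluorescence over baseline measured at the second addition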
RGS4 pot – RGS4 potentiators or activators, primary screen, cell-based, HEK293 M3R inducible RGS4, calcium flux | carbachol calcium flux Fluo4; hits give low values | B-score at 10 µM | actives 0.92% (n = 310,000) | AID 463111, 2010;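 active means B-score of the integrated calcium signal more than 4 SD below the library mean, with starting fluorescence not abnormally high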;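 further: negative B-score means reduced calcium response which marks RGS4 activation or potentiation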
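Reagent: ECmax carbachol challenge; Test system: M3R-expressing HEK293 line, RGS4 induced by doxycycline; Schedule: overnight RGS4 induction, 30 min dye load 37 °C, 20 min compound RT; Detection: calcium dye Fluo4 fluorescence; Read-out: Agonist-evoked peak-minus-minimum fluorescence over baseline, integrated ratio, B score.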
RGS4 inh – RGS4 inhibitors, primary screen, cell-based, HEK293 M3R inducible RGS4, calcium flux; Fluo-4 calcium flux; hits give high values; triggered by carbachol at its EC20; B-score at 10 µM; actives 0.45% (n = 310,000); Regulator of G-protein signaling 4 (Homo sapiens), P49798; AID 463165, 2010;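 active means B-score, a plate-corrected calcium signal, over three deviations above library mean, with baseline fluorescence within five deviations of library mean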;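 further: RGS4 expression induced by doxycycline in cells with stable M3 receptor; B-score is computed from the integrated fluorescence ratio over baseline after carbachol; higher B-score means a larger calcium signal and so more RGS4 inhibition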
KCNQ1 act – potentiators or activators of KCNQ1 channel, primary screen, cell-based, thallium flux, high-throughput | Potassium voltage-gated channel subfamily KQT member 1 (Homo sapiens), P51787 | CHO-K1 KCNQ1, thallium flux FluxOR fluorescence; hits give high values | B-score at 10 µM | actives 0.35% (n = 310,000) | AID 2648, 2010;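 active means fluorescence ratio B-score, a plate-corrected score, at least three library SD, with initial intensity B-score within 5 SD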
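System: Stable KCNQ1 CHO-K1 line | Incubation: 90 min dye loading and 20 min compound exposure, both at room temperature | Measure: Ratio B score | Medium: Assay buffer for compound exposure, DMSO matched across wells | Compound dosing: Single-concentration screen | Probe or stimulus: K+/Tl+ depolarizing stimulus | Measured by: Kinetic FluxOR fluorescence, 10 s baseline plus 110 s post-stimulus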
ANO1 block – TMEM16A chloride channel inhibitors, primary screen, cell-based, HTS. Anoctamin-1 (Mus musculus), Q8BHY3. HEK293 TMEM16A/YFP iodide influx fluorescence, ionomycin. normalized B-score (activity score, 25-100; higher = stronger inhibition) at 10 µM. actives 1.2% (n = 310,000). AID 588511, 2011;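 active means ratio plate-corrected score three or more library SD toward inhibition, starting fluorescence score within five deviations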;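 further: score derived from kinetic fluorescence span divided by baseline fluorescence per well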
KCNK9 inh – KCNK9 potassium channel inhibitors, primary screen, HEK293 cells, thallium flux; Potassium channel subfamily K member 9 (Homo sapiens), Q9NPC2; FluxOR thallium flux fluorescence; hits give low values; B-score at 10 µM; actives 1.2% (n = 310,000);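 active means ratio B-score over 3 SD below the library mean, with starting fluorescence within 5 SD of its mean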;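 further: negative B-score means less thallium flux so channel inhibition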
The depositor's hits bear a star; i = inactive.

Compound | ANO1 activ | MrgX1 ag | KCNQ1 block | KCNK3 block | hERG protect | MrgX1 allo act | RGS4 pot | RGS4 inh | KCNQ1 act | ANO1 block | KCNK9 inh
COc1ccc(NC(=O)N2CCCC2C(=O)Nc2ccc(C)cc2)cc1 (configuration not stated) | i | i | i | i | -3 | i | i | i | i | i | i
O=C(NCCN1C(=O)S/C(=C\c2cccnc2)C1=O)c1ccc([N+](=O)[O-])s1 | i | i | i | i | -16 | i | i | i | i | i | i
Cc1ccc(/C=N/NC(=O)c2nnn(-c3nonc3N)c2CSc2ccccc2)o1 | i | i | i | i | -3 | i | i | i | i | i | i
COc1cc([N+](=O)[O-])ccc1NC(=O)NNC(=O)C(C)Oc1ccc(F)cc1F (configuration not stated) | i | i | i | i | -5 | i | i | i | i | i | i
c1ccc(-c2nnc(CSc3ccc4c(c3)OCCO4)o2)cc1 | i | i | i | i | -7 | i | i | i | i | i | i
CCOc1cc(C)c(Cl)cc1S(=O)(=O)n1ccnc1 | i | i | i | i | -9 | i | i | i | i | i | i
Cc1c(/C=N/Nc2ccc([N+](=O)[O-])cn2)c2ccccc2n1Cc1ccccc1 | i | i | i | i | -10 | i | i | i | i | i | i
CCOC(=O)N1CCN(S(=O)(=O)c2cc(Cl)ccc2Cl)CC1 | i | i | i | i | -3 | i | i | i | i | i | i
CCc1nnc(NC(=O)c2ccc(-c3ccccc3Cl)o2)s1 | i | i | i | i | -4 | i | i | i | i | i | i
O=C(CNC(=O)c1cccs1)NCC(=O)OCC(=O)c1ccccc1 | i | i | i | i | -3 | i | i | i | i | i | i
CCn1c(SCC(=O)Nc2sc(C)c(C)c2C#N)nnc1C1CC1 | i | i | i | i | -15 | i | i | i | i | i | i
COc1ccc(CNS(=O)(=O)c2ccc(-c3cc(C)no3)cc2)cc1 | i | i | i | i | -5 | i | i | i | i | i | i
O=C(c1ccco1)N1CCCSC1=Nc1ccccc1 | i | i | i | i | -5 | i | i | i | i | i | i
O=C(Cn1ncc2c([nH]c3ccccc32)c1=O)N1CCN(c2ccccc2F)CC1 | i | i | i | i | -8 | i | i | i | i | i | i
Cn1c(-c2ccc3ccccc3n2)nc2cnccc21 | i | i | i | i | -10 | i | i | i | i | i | i
COc1cccc(NC(=O)Nc2cc(C)ccc2OC)c1 | i | i | i | i | -6 | i | i | i | i | i | i
CCOC(=O)N1CCN(C(=O)C(=O)Nc2ccc3nc4n(c(=O)c3c2)CCCCC4)CC1 | i | i | i | i | -10 | i | i | i | i | i | i
CC(C)CC(NC(N)=O)C(=O)OCC(=O)NC(=O)NC1CCCC1 (configuration not stated) | i | i | i | i | -7 | i | i | i | i | i | i
CC(=O)c1ccc(S(=O)(=O)NC2CCCCCCC2)cc1 | i | i | i | i | -8 | i | i | i | i | i | i
COc1ccc(-c2ccncc2)cc1OC | i | i | i | i | -5 | i | i | i | i | i | i
COC(=O)C(C(=O)OC)C(C)C(C(=O)OC)C(=O)OC | -18* | i | i | i | -7 | i | i | i | i | i | i
O=C(OCc1ccccc1)c1cccc(-c2nnc(-c3ccccc3)o2)c1 | i | i | i | i | -34 | i | i | i | i | i | i
CCN(Cc1ccccc1)C(=O)CCS(=O)(=O)c1cc2c(cc1Cl)NC(=O)CO2 | i | i | i | i | -7 | i | i | i | i | i | i
COC(=O)c1nn(-c2ccccc2)ccc1=O | i | i | i | i | -6 | i | i | i | i | i | i
CCOc1cc(C(=O)NCc2ccc(-c3nc4ccccc4o3)cc2)cc(OCC)c1OCC | i | i | i | i | -5 | i | i | i | i | i | i
CC(C)=CCN1CCN(Cc2ccc(N3CCNC3=O)cc2)CC1CCO (configuration not stated) | i | i | i | i | -12 | i | i | i | i | i | i
O=C(Nc1ncc2c(n1)CC(c1ccco1)CC2=O)c1ccc(Cl)cc1 (configuration not stated) | i | i | i | i | -8 | i | i | i | i | i | i
O=C(Cn1c(-c2cncs2)nc2ccccc21)NCc1ccccc1 | i | i | i | i | -4 | i | i | i | i | i | i
O=C(CSc1ncn[nH]1)Nc1ccc2c(c1)OCCO2 | i | i | i | i | -4 | i | i | i | i | i | i
CCSc1nnc(NC(=O)c2cc(OC)c(OC)c(OC)c2)s1 | i | i | i | i | -1 | i | i | i | i | i | i
O=C(NC(=S)N1CCCCC1c1cccnc1)c1ccc(Br)cc1 (configuration not stated) | i | i | i | i | -2 | i | i | i | i | i | i
CCCc1nc(SCC(=O)Nc2nc3c(s2)CCCC3)c2ccccc2n1 | i | i | i | i | -7 | i | i | i | i | i | i
O=C(Cn1c(=O)c2cccn2c2ccccc21)NCc1cccc(F)c1 | i | i | i | i | -4 | i | i | i | i | i | i
Clc1ccccc1-c1nc(-c2ccc(Br)o2)no1 | i | i | i | -10* | -2 | i | i | i | i | i | i
C#CCOCCOCCOCCNc1nc(N2CCN(C(=O)C([C@@H](C)CC)n3cc(C(N)CC(C)C)nn3)CC2)nc(N2CCN(C(=O)[C@H](CCC(=O)O)n3cc(C(N)Cc4ccc(O)cc4)nn3)CC2)n1 (some centres not stated) | i | i | i | i | -1 | i | i | i | i | i | i
CCSc1nc2[nH]ncc2c(=O)[nH]1 | i | i | i | i | -7 | i | i | i | i | i | i
Cc1c(O)ccc(/C(Cc2ccc3ccccc3n2)=N\N)c1O | i | i | i | i | -8 | i | i | i | i | i | -7.9*
Cc1ccc(C)c(Cn2nnc3c(=O)[nH]c(C4CCCN(C(=O)CC(C)C)C4)nc32)c1 (configuration not stated) | i | i | i | i | -13 | i | i | i | i | i | i
S=c1nc2c(n[nH]1)c1ccccc1n2CCc1ccccc1 | i | i | i | i | -7 | i | i | i | i | i | i
O=C(OCc1nnc(-c2ccc(Cl)cc2)o1)c1ccc(=O)n(Cc2ccccc2)n1 | i | i | i | i | -4 | i | i | i | i | i | i
COc1ccc([N+](=O)[O-])cc1NC(C)C | i | i | i | i | -4 | i | i | i | i | i | i
Cn1c(=O)c2[nH]c(CN(Cc3ccccc3)Cc3ccccc3)nc2n(C)c1=O | i | i | i | i | -4 | i | i | i | i | i | i
O=c1cc(-c2ccccc2)nc(N2CCN(Cc3ccccc3)CC2)[nH]1 | i | i | i | i | -13 | i | i | i | i | i | i
CN(C)c1ccc(-n2cccc2/C=N/n2cnnc2)cc1 | i | i | i | i | 0 | i | i | i | i | i | i
O=C(NCCCn1ccnc1)C(=O)NCC1OCCCN1S(=O)(=O)c1ccccc1 (configuration not stated) | i | i | i | i | -3 | i | i | i | i | i | i
CCOC(=O)c1cccc(NC(=O)CSc2nnc(C)n2CC2CCCO2)c1 (configuration not stated) | i | i | i | i | -7 | i | i | i | i | i | i
O=C(NCc1ccco1)c1ccc(S(=O)(=O)c2cccc(S(=O)(=O)N3CCOCC3)c2)cc1 | i | i | i | i | -17 | i | i | i | i | i | i
c1ccc(C2=NCCCN2)cc1 | i | i | i | i | 1 | i | i | i | i | i | i
O=C(CCN1C(=O)c2ccncc2C1=O)Nc1ccc2c(c1)OCCO2 | i | i | i | i | -9 | i | i | i | i | i | i
C#CCOCCOCCOCCNc1nc(N2CCN(C(=O)[C@H](Cc3cc4ccccc4[nH]3)n3cc([C@@H](N)CC(C)C)nn3)CC2)nc(N2CCN(C(=O)[C@H](Cc3cc4ccccc4[nH]3)n3cc([C@@H](N)CC(C)C)nn3)CC2)n1 | i | i | i | i | 0 | i | i | i | i | i | i
CCCn1c(=O)c(-c2nc3ccccc3[nH]2)c(O)c2ccccc21 | i | i | i | i | -4 | i | i | i | i | i | i
Cc1cccc(NC(=O)c2cc(N3C(=O)CCC3=O)ccc2Cl)n1 | i | i | i | i | -7 | i | i | i | i | i | i
Cc1c(NC(=O)c2nn(C)c(=O)c3ccccc23)c(=O)n(-c2ccccc2)n1C | i | i | i | i | -14 | i | i | i | i | i | i
Cc1ccnc2nc(C(=O)OCCOc3ccc(F)cc3)nn12 | i | i | i | i | -10 | i | i | i | i | i | i
Cn1nc(C(C)(C)C)cc1C(=O)NCc1ccc2c(c1)OCO2 | i | i | i | i | -17 | i | i | i | i | i | i
COc1ccc(NC(=O)NC23CC4CC(CC(C4)C2)C3)cc1OC | i | i | i | i | -7 | i | i | i | i | i | i
NC(=O)c1ccc(F)cc1 | i | i | i | i | -5 | i | i | i | i | i | i
CN(C[C@H](Cc1ccccc1)N(C[C@@H](Cc1cccc2ccccc12)N(CCc1ccccc1)N=O)N=O)N=O | i | i | i | i | -5 | i | i | i | i | i | -8.5*
CC(C)[C@H](NC(=O)Nc1ccc2c(c1)OCCO2)C(=O)O | i | i | i | i | -9 | i | i | i | i | i | i
O=S(=O)(/N=C(\[O-])C[n+]1ccccc1)c1ccc(Cl)cc1 | i | i | i | i | -7 | i | i | i | i | i | i
CCN(C(=O)CCS(=O)(=O)c1cc2c(cc1Cl)NC(=O)CO2)c1ccccc1 | i | i | i | i | -4 | i | i | i | i | i | i
